High-throughput results as filed in PubChem.
phage Ecoli inh – E. coli growth loss with phage present; growth absorbance; inhibition, % at 11.9 µM; 360,000 compounds, 0.26% hits; AID 651602; in the data active = inhibition above about 11%
AddAB inh – less growth of phage-infected E. coli with AddAB. E. coli expressing H. pylori AddAB, absorbance growth. inhibition, % at 11.9 µM. 330,000 compounds, 0.29% hits. AID 435030; in the data active = inhibition above about 12%;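 also: 0% = vehicle wells of infected cells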
Tat export inh – blocks Tat-dependent protein export in E. coli; E. coli MC4100 TorA-mCherry Tat export, fluorescence; inhibition, % at 10 µM; 340,000 compounds, 0.036% hits; AID 488895;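 active = mean replicate inhibition at least 50% and at least half of replicates individually reaching 50%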;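 also: exported cargo escapes ClpAP degradation while cytoplasmic cargo is degraded and loses fluorescence; 0% = median of neutral control wells and 100% = median of NaSCN control wells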
PKA-R2B activ – activators of human PKA-R2B complex | P22694+P31323 | PKA-R2B holoenzyme dissociation, Cy5-IP20 fluorescence polarization; R2B truncated from residue 108, S112A mutant; 0% DMSO only, 100% 113 µM cGMP | activation, % at 11.4 µM | 340,000 compounds, 0.079% hits;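 active = activation above a cutoff set at the mean over all compounds plus 3 SD, cut at about 18% in these data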;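 also: higher means more holoenzyme dissociation and a rise in polarization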
PKA-R1A activ – PKA-R1A complex activation; 340,000 compounds, 0.083% hits; P00514+P68181; activation, % at 11.4 µM; PKA-R1A dissociation, Cy5-IP20 fluorescence polarization; scaled: DMSO 0%, 113 µM cGMP 100%;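 active = percent activation above the mean of all tested compounds plus 3 SD, cut at about 19% in these data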;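 also: higher means more PKAc released from R1A so a rise in polarization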
HTR5A inv ctr – inverse agonist of human HTR5A in OPRM1-OPRD1 counter-screen. P47898. HTR5A cell line, luminescence, inverse agonism. inhibition, % at 9.3 µM. 340,000 compounds, 0.083% hits. AID 504634; in the data active = inhibition mostly above about 23%, no sharp cut-off; inactive = mostly below about 18%;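 also: 0% = cells with DMSO and 100% = no-cell wells with DMSO; some compounds called inactive have numbers as strong as hits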
Target sequence (P47898 whole entry, looked up): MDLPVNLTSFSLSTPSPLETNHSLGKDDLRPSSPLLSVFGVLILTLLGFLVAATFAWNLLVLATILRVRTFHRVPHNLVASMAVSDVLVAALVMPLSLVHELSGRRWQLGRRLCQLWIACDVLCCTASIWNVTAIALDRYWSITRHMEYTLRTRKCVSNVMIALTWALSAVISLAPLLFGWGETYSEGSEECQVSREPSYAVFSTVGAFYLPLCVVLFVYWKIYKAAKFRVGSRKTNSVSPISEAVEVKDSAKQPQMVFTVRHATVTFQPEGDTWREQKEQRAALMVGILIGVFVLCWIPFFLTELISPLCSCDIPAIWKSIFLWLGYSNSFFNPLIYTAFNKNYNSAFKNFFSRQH
Ecoli viability – reduces bacterial viability in AddAB counter-screen. E. coli V3065 growth, OD600 absorbance, 18 h. inhibition, % at 11.9 µM. 330,000 compounds, 0.27% hits;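 active = inhibition above the campaign's mean inhibition across all tested compounds plus 3 SD, cut at about 9.9% in these data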;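 also: uninfected addAB+ strain grown without phage in ampicillin broth; 0% = DMSO wells and 100% = ciprofloxacin 0.95 µg/ml wells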
CDK5 inh – blocks human CDK5/p35 kinase activity; Q00535+Q15078; inhibition, % at 10 µM; AID 488839; 330,000 compounds, 0.01% hits; Recombinant CDK5/p35, ADP-Glo luminescence, 60 min;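 active = highest replicate inhibition of at least 50% and at least 75% of replicates reaching 50%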;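 also: plate controls were DMSO neutral control for no effect and GW8510 at 10 µM for full effect; many of its hits are not listed in these tables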
Target sequence (Q00535 whole entry, looked up): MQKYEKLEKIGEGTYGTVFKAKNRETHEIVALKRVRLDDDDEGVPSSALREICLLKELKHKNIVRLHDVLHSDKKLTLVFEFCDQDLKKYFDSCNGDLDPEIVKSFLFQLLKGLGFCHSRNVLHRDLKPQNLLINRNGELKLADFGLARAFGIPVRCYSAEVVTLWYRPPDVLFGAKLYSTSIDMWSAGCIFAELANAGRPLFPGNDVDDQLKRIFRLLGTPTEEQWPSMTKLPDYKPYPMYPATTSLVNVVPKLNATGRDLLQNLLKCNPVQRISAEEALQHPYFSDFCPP
Target sequence (Q15078 whole entry, looked up): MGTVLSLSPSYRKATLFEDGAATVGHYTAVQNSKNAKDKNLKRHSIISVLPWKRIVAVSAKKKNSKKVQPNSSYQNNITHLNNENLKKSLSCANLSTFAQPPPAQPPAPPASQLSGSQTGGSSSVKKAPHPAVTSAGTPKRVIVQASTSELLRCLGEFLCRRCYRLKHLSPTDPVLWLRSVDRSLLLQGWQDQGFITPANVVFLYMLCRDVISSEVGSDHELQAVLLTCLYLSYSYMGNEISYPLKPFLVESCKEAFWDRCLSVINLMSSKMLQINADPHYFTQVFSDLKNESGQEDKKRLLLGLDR
HTR5A ag ctr – HTR5A agonism, opioid heterodimer counter-screen | P47898 | HTR5A agonist assay, luminescence, cell-based | activation, % at 9.3 µM | 340,000 compounds, 0.61% hits; in the data active = activation mostly above about 9.5%, no sharp cut-off; inactive = mostly below about 7.6%;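 also: 0% = cells with vehicle only and 100% = reference agonist; strong numbers were not always called active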
Mot1-301 SUMO – inhibitors of SUMOylation pathway: yeast Mot1-301 growth rescue; S. cerevisiae Mot1-301 growth rescue, ATP luminescence, 38.5C; percent above DMSO median, 100 means doubled; growth rescue, % at 18.8 µM; 320,000 compounds, 1% hits; AID 2716;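 active = every valid replicate shows activation above 250% relative to neutral control wells; inactive = the rest, any valid replicate at or below 250%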;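 also: OY570 slx delta 5 strain wells were the positive control but not used for scaling; some compounds called inactive have numbers as strong as hits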
DAGLB inh – blocks human DAGLB lipase activity | Q8NCG7 | HEK293T DAGLB membrane lysate, EnzChek fluorogenic substrate | inhibition, % at 5.17 µM | 340,000 compounds, 0.059% hits; in the data active = inhibition above about 34%;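 also: 0% = enzyme with vehicle and 100% = wells lacking enzyme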
An asterisk follows results filed as active; . = no result given; + = active, no number. No enrichment for hits; overall some 2.3% were active at least once.

compound,phage Ecoli inh,AddAB inh,Tat export inh,PKA-R2B activ,PKA-R1A activ,HTR5A inv ctr,Ecoli viability,CDK5 inh,HTR5A ag ctr,Mot1-301 SUMO,DAGLB inh
COc1ccc(NC2CCCN(C(=O)c3ccc(C(C)=O)cc3)C2)cc1 (stereo not drawn),-1.3,.,-3,2,2,11,.,0.0,0,-3,-2
CCCCN(C)CCCNC(=O)c1cn(CC)c2ccc(S(=O)(=O)N3CCc4ccccc4C3)cc2c1=O,-0.8,-0.9,1,-5,-4,-19,-2.5,1.9,1,-1,3
CCOCCCNC1=C(Cl)C(=O)c2ccccc2C1=O,1.1,2.4,-1,11,6,1,1.5,0.2,3,13,9
CNS(=O)(=O)c1cccc(C(=O)OCC(=O)N2c3ccccc3NC(=O)C2(C)C)c1,0.7,-0.2,18,-15,0,11,0.2,-0.5,-4,0,0
CCCc1c(O)nc(SCC(=O)NCc2ccco2)[nH]c1=O,4.4,3.3,-1,9,3,6,1.0,-0.7,-2,90,0
O=C(CSc1ccccc1)NCC1(N2CCOCC2)CCCCC1,2.2,1.0,2,0,-7,-4,1.8,0.9,2,-3,0
COc1ccc(CCNC(=O)COC(=O)c2ccc(F)c(S(=O)(=O)N3CCOCC3)c2)cc1,4.2,0.2,-3,4,-7,23,-2.1,0.3,-4,-2,-5
COCCN1CCN(C(=O)c2cc(COc3ccc(F)c(F)c3)on2)CC1,1.3,.,2,-6,-17,-1,.,0.4,2,-24,-3
O=C(N/N=C/c1ccccn1)c1cccc(S(=O)(=O)Nc2ccccc2Cl)c1,3.2,5.4,-1,-10,-11,13,1.8,0.2,-5,164,7
CC(C)c1ccc(/C=C/C(=O)N2CCc3ccccc3C2)cc1,5.4,0.1,1,2,-6,-28,-1.3,-0.9,6,223,-19
CCCCOC(=O)c1cc(-c2ccc(/C=N/n3cnnc3)o2)ccc1Cl,0.1,-2.4,-7,3,-10,4,-1.4,1.9,1,-8,1
COCCOC(=O)C1=C(C)NC(=O)NC1c1c(Cl)nc2ccccn2c1=O (stereo not drawn),0.4,1.1,-6,-1,-5,0,-0.9,-1.0,2,-21,-2
O=C(CSc1ncn[nH]1)N1CCCCC1,2.5,2.6,-4,-4,-10,1,-1.3,1.6,0,232,0
Cc1cccn2c(=O)c(/C=C3\SC(=S)N(CC(C)C)C3=O)c(NCCCOC(C)C)nc12,.,0.2,0,3,13,12,-0.6,-0.4,-5,98,2
Cc1nn(-c2ccccc2)c(C)c1/C=N/NC(=O)c1cc(-c2cccc3ccccc23)n[nH]1,0.4,-1.4,-1,-13,-18,-11,-0.3,-0.4,4,-16,1
CCC(=O)Nc1cc2nn(-c3ccc(C)cc3)nc2cc1C,0.0,1.4,7,6,-6,-3,0.8,3.1,1,22,0
CCc1nn(CC(=O)N2CCN(c3ccc(OC)cc3)CC2)c(=O)c2cc3occc3n12,2.0,5.6,4,-1,-6,-10,-0.9,0.1,-3,2,2
O=C(CN1CCN(S(=O)(=O)c2ccc(F)cc2)CC1)N1CCOCC1,1.2,1.6,2,-5,-10,-2,0.8,-0.3,3,-5,1
COc1ccc(S(=O)(=O)N(CCc2ccccc2)CC(=O)N2CCOCC2)cc1,1.2,0.5,-3,-8,-10,-9,-1.2,1.0,3,-24,-1
Cc1nn(CC(=O)NC2(C)CCS(=O)(=O)C2)c(C)c1S(=O)(=O)N(C)C (stereo not drawn),-2.2,-0.3,4,1,2,-12,-1.3,0.8,5,3,-3
CC(C)CNC(=O)/C=C/c1cccs1,-0.1,0.7,2,2,-4,-10,-0.3,2.3,1,2,0
CC(=O)c1cccc(NC(=O)CCCN(C)S(=O)(=O)c2ccc(F)cc2)c1,-0.7,0.3,4,2,8,-10,-4.4,0.5,0,7,-3
O=C(Nc1sc2c(c1C(=O)NCCCO)CCCC2)c1ccccc1,0.0,0.4,1,-7,4,-13,0.6,0.5,6,306,2
CC(NC(=O)Cc1ccccc1)c1nc2ccccc2[nH]1 (stereo not drawn),1.1,-4.5,-5,1,2,1,-2.2,0.1,3,-4,4
Cc1c(Cl)ccc2sc(NC(=O)C3CC3)nc12,3.6,0.2,-4,6,1,-31,2.2,-0.4,8,67,-11
COc1cc(/C=N/Nc2nc(C)cc(C)n2)cc(OC)c1OC,1.0,3.3,-12,-14,-13,22,0.0,1.2,5,6,-1
CC[C@]12c3[nH]c4ccc(OC)cc4c3CCN1C(=O)C(CC(=O)NCCCn1ccnc1)C[C@@H]2C(=O)N1CCN(C(=O)C2CC2)CC1 (stereo partly drawn),0.7,-0.7,1,0,-9,4,-0.2,-2.4,-1,.,0
Cc1ccc(C(NC(=O)CN2C(=O)NC3(CCCC3)C2=O)c2ccccc2)cc1 (stereo not drawn),0.0,-0.1,-8,-4,-5,-34,-2.8,1.3,14,0,0
C=CCNC(=O)NC(=O)COC(=O)/C(C#N)=C/c1cc(C)n(CC(C)C)c1C,0.0,-0.6,1,-8,-3,-26,-3.0,3.2,-2,+,3
COCCCn1c(=S)[nH]c2c(sc3ccccc32)c1=O,4.4,4.9,-4,-4,12,2,-0.8,-0.8,-1,-7,0

Another view of part of the listing above.
The line under a structure holds: phage Ecoli inh, AddAB inh, Tat export inh, PKA-R2B activ, PKA-R1A activ, HTR5A inv ctr, Ecoli viability, CDK5 inh, HTR5A ag ctr, Mot1-301 SUMO, DAGLB inh
CC(C)CNC(=O)/C=C/c1cccs1
 : -0.1, 0.7, 2, 2, -4, -10, -0.3, 2.3, 1, 2, 0
CC(=O)c1cccc(NC(=O)CCCN(C)S(=O)(=O)c2ccc(F)cc2)c1
 : -0.7, 0.3, 4, 2, 8, -10, -4.4, 0.5, 0, 7, -3
O=C(Nc1sc2c(c1C(=O)NCCCO)CCCC2)c1ccccc1
 : 0.0, 0.4, 1, -7, 4, -13, 0.6, 0.5, 6, 306, 2
CC(NC(=O)Cc1ccccc1)c1nc2ccccc2[nH]1 (stereo not drawn)
 : 1.1, -4.5, -5, 1, 2, 1, -2.2, 0.1, 3, -4, 4
Cc1c(Cl)ccc2sc(NC(=O)C3CC3)nc12
 : 3.6, 0.2, -4, 6, 1, -31, 2.2, -0.4, 8, 67, -11
COc1cc(/C=N/Nc2nc(C)cc(C)n2)cc(OC)c1OC
 : 1.0, 3.3, -12, -14, -13, 22, 0.0, 1.2, 5, 6, -1
CC[C@]12c3[nH]c4ccc(OC)cc4c3CCN1C(=O)C(CC(=O)NCCCn1ccnc1)C[C@@H]2C(=O)N1CCN(C(=O)C2CC2)CC1 (stereo partly drawn)
 : 0.7, -0.7, 1, 0, -9, 4, -0.2, -2.4, -1, ., 0
Cc1ccc(C(NC(=O)CN2C(=O)NC3(CCCC3)C2=O)c2ccccc2)cc1 (stereo not drawn)
 : 0.0, -0.1, -8, -4, -5, -34, -2.8, 1.3, 14, 0, 0
C=CCNC(=O)NC(=O)COC(=O)/C(C#N)=C/c1cc(C)n(CC(C)C)c1C
 : 0.0, -0.6, 1, -8, -3, -26, -3.0, 3.2, -2, +, 3
COCCCn1c(=S)[nH]c2c(sc3ccccc32)c1=O
 : 4.4, 4.9, -4, -4, 12, 2, -0.8, -0.8, -1, -7, 0

Next records
compound,phage Ecoli inh,AddAB inh,Tat export inh,PKA-R2B activ,PKA-R1A activ,HTR5A inv ctr,Ecoli viability,CDK5 inh,HTR5A ag ctr,Mot1-301 SUMO,DAGLB inh
COc1ccccc1/C=C/C(=O)OCC(=O)NC1CC1,-0.5,.,-1,4,-2,8,.,-0.8,-3,.,-4
CCOc1cccc(CN2CCCC(N3CCc4cc(OC)c(OC)cc4C3)C2)c1O (stereo not drawn),2.3,1.8,1,3,-4,0,2.0,0.5,0,48,0
CN1CCN(C(c2cccs2)c2nnnn2Cc2ccc(F)cc2)CC1 (stereo not drawn),1.4,0.7,1,-8,-5,34,-1.7,1.5,2,-2,-2
Oc1[nH]c2ccccc2c1N=Nc1ccc(C(F)(F)F)cn1,2.5,0.8,9,1,7,14,-1.7,-0.5,6,-9,-2
Cc1[nH]c2ccccc2c1C(=O)COC(=O)c1c(-c2ccccc2)noc1C,-0.2,2.9,-4,2,-7,-13,1.9,-0.7,4,38,-3
Cc1c(C(=O)c2ccc(Cl)cc2[N+](=O)[O-])c2ccccn2c1CCC#N,2.7,3.2,-3,0,17,13,0.2,1.1,-2,-5,8
O=P(O)(CP(=O)(c1ccccc1)c1ccccc1)c1ccccc1,2.6,3.9,-2,2,-7,5,0.3,-1.1,2,22,-1
CN(Cc1cccs1)C(=O)c1ccc(Cl)c(S(=O)(=O)N2CCCCCC2)c1,1.6,-2.0,1,-5,-3,4,-1.1,0.4,-1,-10,-4
Cc1ccc(Nc2nc(-c3ccc(O)cc3O)cs2)nc1,4.0,3.1,2,-8,-14,-8,0.6,0.3,3,125,1
O=C(CSc1ncccc1C(=O)O)NC1CCCCCCC1,0.0,0.3,-2,4,1,9,1.8,-1.3,0,7,-1

3 of the entries above in order of their number in PKA-R1A activ, falling:
compound,PKA-R1A activ
CCCc1c(O)nc(SCC(=O)NCc2ccco2)[nH]c1=O,3
Cc1ccc(C(NC(=O)CN2C(=O)NC3(CCCC3)C2=O)c2ccccc2)cc1 (stereo not drawn),-5
O=P(O)(CP(=O)(c1ccccc1)c1ccccc1)c1ccccc1,-7
